USP7 inh: inhibitors of human USP7 deubiquitinase; inhibition, % at 20 µM; purified USP7, Ub-rhodamine cleavage fluorescence; 47,000 tested, 0.3% active; AID 1645854, 2021
USP28 block: inhibitors of human USP28 deubiquitinase; Ubiquitin carboxyl-terminal hydrolase 28 (Homo sapiens), Q96RU2; 47,000 tested, 3% active; inhibition, % at 25 µM; purified USP28, Ub-rhodamine cleavage fluorescence, 30 min
Target sequence (Q96RU2 whole entry, looked up): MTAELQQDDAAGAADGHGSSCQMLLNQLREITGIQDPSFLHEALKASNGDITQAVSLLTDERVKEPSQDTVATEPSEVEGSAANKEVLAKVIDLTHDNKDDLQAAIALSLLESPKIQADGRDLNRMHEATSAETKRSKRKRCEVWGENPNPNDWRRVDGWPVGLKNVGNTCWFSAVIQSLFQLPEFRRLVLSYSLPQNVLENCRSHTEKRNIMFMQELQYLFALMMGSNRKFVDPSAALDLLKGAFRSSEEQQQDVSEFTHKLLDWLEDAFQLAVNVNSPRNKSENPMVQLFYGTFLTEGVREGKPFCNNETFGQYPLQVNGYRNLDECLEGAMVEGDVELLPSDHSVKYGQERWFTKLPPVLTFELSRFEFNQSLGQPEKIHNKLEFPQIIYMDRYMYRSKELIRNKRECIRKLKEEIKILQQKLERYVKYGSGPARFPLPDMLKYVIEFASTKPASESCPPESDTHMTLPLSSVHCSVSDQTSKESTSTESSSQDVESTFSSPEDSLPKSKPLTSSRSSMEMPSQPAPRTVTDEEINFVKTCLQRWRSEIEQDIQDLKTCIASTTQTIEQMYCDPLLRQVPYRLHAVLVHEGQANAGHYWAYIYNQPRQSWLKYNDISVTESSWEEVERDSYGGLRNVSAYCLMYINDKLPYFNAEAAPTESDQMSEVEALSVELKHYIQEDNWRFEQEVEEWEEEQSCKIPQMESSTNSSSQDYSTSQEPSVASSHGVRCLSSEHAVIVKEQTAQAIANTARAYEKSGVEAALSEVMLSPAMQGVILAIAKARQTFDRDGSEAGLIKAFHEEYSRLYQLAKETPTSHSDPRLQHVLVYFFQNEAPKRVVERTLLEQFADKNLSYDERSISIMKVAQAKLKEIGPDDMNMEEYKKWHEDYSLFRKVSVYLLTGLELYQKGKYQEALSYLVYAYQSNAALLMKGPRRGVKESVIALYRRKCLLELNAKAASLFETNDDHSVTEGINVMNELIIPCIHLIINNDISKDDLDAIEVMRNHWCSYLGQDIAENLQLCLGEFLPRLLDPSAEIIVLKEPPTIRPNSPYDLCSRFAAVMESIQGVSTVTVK
USP10 inh: inhibitors of human USP10 deubiquitinase; Ubiquitin carboxyl-terminal hydrolase 10 (Homo sapiens), Q14694; inhibition, % at 20 µM; 47,000 tested, 1.1% active; purified USP10, Ub-rhodamine fluorescence, 60 min
OTUD3 block: inhibitors of human OTUD3 deubiquitinase | purified OTUD3, Ub-rhodamine fluorescence, 2 h | inhibition, % at 25 µM | 47,000 tested, 0.7% active
USP8 block: inhibitors of human USP8 deubiquitinase; purified USP8, Ub-rhodamine cleavage fluorescence, 30 min; inhibition, % at 20 µM; Ubiquitin carboxyl-terminal hydrolase 8 (Homo sapiens), P40818; 47,000 tested, 4.2% active
USP30 block: inhibitors of human USP30 deubiquitinase. purified USP30, Ub-rhodamine cleavage fluorescence. 47,000 tested, 5.3% active. inhibition, % at 25 µM. AID 1645860, 2021
UCHL1 block: inhibitors of human UCHL1 deubiquitinase. inhibition, % at 20 µM. purified UCHL1, Ub-rhodamine cleavage fluorescence. 47,000 tested, 0.2% active. AID 1645859, 2021
USP17 block: inhibitors of human USP17 deubiquitinase | inhibition, % at 50 µM | AID 1645855, 2021 | 47,000 tested, 6.5% active | Ubiquitin carboxyl-terminal hydrolase 17-like protein 5 (Homo sapiens), A8MUK1 | purified USP17, Ub-rhodamine cleavage fluorescence, 3 h
* = called active by the depositor; i = inactive; x = no result given. Rule as the data show it: active = inhibition above about 30%; inactive = the rest.

Values run as follows: USP7 inh | USP28 block | USP10 inh | OTUD3 block | USP8 block | USP30 block | UCHL1 block | USP17 block
- CCS(=O)(=O)N1CCCC(c2nc(N3CCOCC3)ncc2-c2cccnc2)C1 (stereo unspecified)
    -1 | -12 | -3 | 0 | 1 | 0 | -3 | -10
- COc1ccc(NC(=O)c2noc3c2CCCC3)c(OC)c1
    -2 | -4 | 3 | -1 | 4 | 0 | 2 | 8
- Cc1nnc(C(=O)Nc2ccc(C(=O)NC(C)c3ccccc3)cc2)s1 (stereo unspecified)
    5 | 7 | 8 | 6 | -6 | 24 | 6 | 4
- COc1cc(-c2nc3sc4c(c3c(=O)[nH]2)CCC(C)C4)ccc1OCc1ccc(C)cc1 (stereo unspecified)
    5 | 13 | 1 | 14 | 10 | 27 | 4 | 23
- O=C(NC1CC1)c1ccc(OCC2CCCN(C(=O)c3cccc(F)c3)C2)cc1 (stereo unspecified)
    2 | 9 | 1 | 14 | -14 | 20 | 0 | -2
- Cc1noc(-c2ccnc(-n3cnc(C(=O)NCc4ccccc4)c3)c2)n1
    0 | -1 | 9 | 0 | 4 | 15 | -2 | 7
- Cc1cc(C)n2c(SCC(=O)Nc3cc(C(C)(C)C)nn3-c3ccccc3)nnc2n1
    -2 | 7 | -1 | 9 | 10 | 13 | 2 | 9
- Cc1c(C(=O)NCc2ccc(OC(C)C)cc2)cc(-c2ccccc2)n1C
    13 | 12 | 14 | 18 | 9 | 26 | 4 | 15
- Cc1cc(S(=O)(=O)N2CC=C(c3c(C)[nH]c4ccccc34)CC2)ccc1F
    -1 | -18 | -7 | -29 | -15 | -112 | 0 | -8
- Cc1nn(-c2ccc(Cl)cc2)c2[nH]c(=O)c(CNCC3CCCO3)cc12 (stereo unspecified)
    5 | -264 | 4 | -170 | 86* | i | 4 | -90

Some values from the entries so far.
For USP10 inh, Cc1c(C(=O)NCc2ccc(OC(C)C)cc2)cc(-c2ccccc2)n1C has the entry 14
For UCHL1 block, COc1cc(-c2nc3sc4c(c3c(=O)[nH]2)CCC(C)C4)ccc1OCc1ccc(C)cc1 (stereo unspecified) has the entry 4

With a hit mark in USP8 block, among the entries above:
Values run as follows: USP7 inh | USP28 block | USP10 inh | OTUD3 block | USP8 block | USP30 block | UCHL1 block | USP17 block
- Cc1nn(-c2ccc(Cl)cc2)c2[nH]c(=O)c(CNCC3CCCO3)cc12 (stereo unspecified)
    5 | -264 | 4 | -170 | 86* | i | 4 | -90

Going on with the list.
Values run as follows: USP7 inh | USP28 block | USP10 inh | OTUD3 block | USP8 block | USP30 block | UCHL1 block | USP17 block
- Cc1ccc(-c2ncc(C(=O)Nc3c(F)cccc3F)c(-c3ccncc3)n2)cc1
    -18 | -109 | -3 | -90 | 61* | -469 | -14 | -135
- O=C(Cn1cccc1C(=O)c1ccccc1)NC1CCN(Cc2ccccc2)CC1
    -3 | 9 | -1 | 2 | 6 | 3 | 1 | -3
- Cc1ccc(C(=O)N(CC2CCCO2)c2nc(-c3ccccc3)cs2)cc1 (stereo unspecified)
    3 | -11 | 4 | -8 | -103 | -15 | 1 | -11
- Cc1ccc(S(=O)(=O)n2c(C)cc(C(=O)N3CCCCC3)c2C)cc1
    -37 | 1 | 0 | -3 | 1 | -1 | 0 | -1
- CNc1nc(C2CCN(C)CC2)nc2c1CN(C(=O)C1CCCO1)CC2 (stereo unspecified)
    2 | 4 | -1 | 15 | 13 | 12 | 0 | 5
- CCOc1cc(C#N)ccc1Oc1ncnc2sccc12
    -2 | -2 | -2 | -18 | -9 | -156 | -3 | -3
- O=C(Nc1cccc2ccccc12)C1CCCN(S(=O)(=O)Cc2ccccc2Cl)C1 (stereo unspecified)
    -1 | 0 | 14 | -3 | 16 | 9 | 1 | 22
- COc1cccc(C2CC(=O)Nc3nc(-c4ccccc4)[nH]c(=O)c32)c1 (stereo unspecified)
    7 | -5 | 12 | -4 | 11 | 5 | 0 | 7
- Cc1ccc(NC(=O)Cn2cc(S(=O)(=O)Cc3ccccc3)c3ccccc32)cc1Cl
    -2 | -61 | -8 | -32 | -3 | -76 | -17 | -11
- CC(=O)N1C[C@H]2C3(CCN(C(=O)c4cc(C)on4)CC3)CC[C@@]2(C(=O)NCC(C)C)C1
    0 | -1 | -1 | -1 | 0 | 2 | -1 | -61

Carrying on.
Values run as follows: USP7 inh | USP28 block | USP10 inh | OTUD3 block | USP8 block | USP30 block | UCHL1 block | USP17 block
- O=C(Nc1cc(S(=O)(=O)N2CCOCC2)ccc1N1CCOCC1)c1cc2c(s1)CCCC2
    10 | 8 | 5 | 7 | 14 | 30* | 8 | 16
- COc1ccc(C2C(C(=O)N3CCCCC3)=C(C)Nc3nc4ccccc4n32)cc1 (stereo unspecified)
    -4 | -171 | -2 | -158 | -60 | i | 3 | -141
- COC(=O)C1CN(C(=O)C2(N)CCCC2)CCN(C2CCOCC2)C1 (stereo unspecified)
    3 | -3 | 4 | -1 | 4 | -17 | 0 | -4
- O=C(Nc1ccccc1)N1CCCC2(CCCN2C(=O)CCc2ccccc2)C1 (stereo unspecified)
    1 | 16 | 0 | 19 | 12 | 9 | 3 | 12
- COc1ccc(C)cc1NC(=O)Cn1c(=O)nc(N(C)c2ccccc2)c2ccccc21
    3 | 20 | 3 | -16 | -4 | 1 | 0 | 14
- CCCOC(=O)CSc1nc2c(c(-c3ccc(OC)cc3)c1C#N)CCC2
    5 | 0 | 10 | 9 | 6 | 3 | 1 | 4
- COc1ccc(-c2nc(-c3cn(-c4cccc(Cl)c4)nn3)no2)c(OC)c1
    25 | x | 34* | -3 | 30 | x | 10 | 65*
- CSc1nc(C)c2c(n1)N(c1ccc(C(C)C)cc1)CC2
    x | 3 | -1 | 7 | 0 | 13 | 3 | 41*
- CC(=O)Nc1ccc(S(=O)(=O)N2CCN=C2N2CCCCC2)cc1
    -13 | -3 | -6 | -3 | -1 | -23 | -4 | -6
- FC(F)(F)c1cc(Oc2ccc(-n3cccc3)cc2)cc(C(F)(F)F)c1
    0 | -1 | -1 | 0 | 9 | -32 | 4 | 0

A second format for some results above.
> O=C(Nc1cc(S(=O)(=O)N2CCOCC2)ccc1N1CCOCC1)c1cc2c(s1)CCCC2
  USP7 inh: 10	USP28 block: 8	USP10 inh: 5	OTUD3 block: 7	USP8 block: 14	USP30 block: 30*	UCHL1 block: 8	USP17 block: 16
> COc1ccc(C2C(C(=O)N3CCCCC3)=C(C)Nc3nc4ccccc4n32)cc1 (stereo unspecified)
  USP7 inh: -4	USP28 block: -171	USP10 inh: -2	OTUD3 block: -158	USP8 block: -60	USP30 block: i	UCHL1 block: 3	USP17 block: -141

Next entries:
SMILES,USP7 inh,USP28 block,USP10 inh,OTUD3 block,USP8 block,USP30 block,UCHL1 block,USP17 block
COc1cccc(C2=NC(C(F)(F)F)(C(F)(F)F)C(C#N)=C(C)N2)c1,4,-2,5,-9,5,-4,0,1
COc1ccccc1C(=O)Nc1ccc2c(c1)Sc1ncccc1C(=O)N2C,1,-19,-7,-13,10,-91,-1,1
COC(=O)c1cccc(NC(=O)c2nc(C)n(C3CCN(C(C)=O)CC3)c2C)c1,0,8,-7,-6,-6,-17,-2,-6
Brc1ccc(C2(c3nnc(-c4ccc5c(c4)OCCO5)o3)CCOCC2)cc1,5,13,5,1,12,0,6,5
CC1(C)Oc2ccccc2[C@H]2OCC3(CCN(C(=O)c4cccc(Cn5ccnc5)c4)CC3)C[C@@H]21,2,0,-3,-10,0,1,1,-10
O=S(=O)(NCc1nc2cccnc2n1C1CC1)c1ccc(F)cc1,2,-4,-5,-3,0,-25,-1,-1
COCCCNC(=O)Cn1c(=O)n(Cc2ccc(C(=O)NCCc3ccc(OC)c(OC)c3)cc2)c(=O)c2ccccc21,0,1,-3,-11,-9,-11,-1,4
CC(OC(=O)c1ccc(F)c(S(=O)(=O)N2CCOCC2)c1)C(=O)NCC1CCCCC1 (stereo unspecified),1,1,-2,12,1,17,1,2
Cc1ccccc1CNC(=O)c1cccc(N2C(=O)C(C)(C)CS2(=O)=O)c1,-1,-8,-2,-11,-9,-23,-1,-43
Cc1ccc(-n2c(C)cn3c4c(=O)n(CCN5CCOCC5)c(=O)n(C)c4nc23)cc1,1,-2,1,-1,2,12,0,4
OC(CSc1ccc(Cl)cc1)CN1CCN(c2ccccc2)CC1 (stereo unspecified),-18,-12,2,-4,-15,-9,1,-11
COCCNC(=O)C1(C)Cn2nc(-c3ccco3)cc2C(=O)N1c1ccc(NC(C)=O)cc1 (stereo unspecified),-2,-19,-6,-16,-17,-51,-3,-6

The listing continues.
SMILES,USP7 inh,USP28 block,USP10 inh,OTUD3 block,USP8 block,USP30 block,UCHL1 block,USP17 block
O=C(N[C@H]1C[C@@H]2C[C@H]1CN2C(=O)c1ccc2c(c1)OCO2)c1ccccc1,2,19,2,8,-94,21,1,8
COc1ccccc1C(=O)NC1CCN(c2ccc(F)cc2)C1=O (stereo unspecified),2,0,1,-2,15,7,1,1
O=[N+]([O-])c1ccc2nc(CSc3nc4ccccc4[nH]3)[nH]c2c1,-15,-9,-8,-3,15,-68,-4,5
O=C(O)c1ccc(NC(=O)c2ccc(-c3ccccc3)cc2)cc1,-12,-5,7,-11,4,-16,-1,-29
Cc1cccc(N2C(=O)CC(c3ccc4c(c3)OCO4)C3=C2COC3=O)c1 (stereo unspecified),-65,0,0,-2,-6,0,-2,-8
CC(C)C[C@H](NC(=O)OC(C)(C)C)C(=O)NCC1CCC(C(=O)N[C@H](C)C(=O)O)CC1 (stereo partly specified),-4,-14,0,-4,-7,-9,-4,-3
COc1ccc(C(c2c(NC(C)=O)sc3c2CCCC3)N2CCN(CCO)CC2)cc1OC (stereo unspecified),1,-11,-3,-5,-7,-5,1,-3
COc1cccc(-c2cccc(C3CCCNC3)n2)c1 (stereo unspecified),-6,11,2,0,-23,0,-2,-1
Cc1nc(N2CCCCC2)cc(N2CCN(C(=O)c3cccs3)CC2)n1,0,3,3,5,-43,7,1,-28
CN(C)C(=O)N1CCC2(CC(=O)N(c3ccc4c(c3)OCCO4)C2)C1 (stereo unspecified),1,-1,2,-1,-62,4,-1,-7
COc1cccc(-n2c(=O)c(C(=O)NC(C)c3ccccc3)c(O)c3cccnc32)c1 (stereo unspecified),5,-7,1,2,82*,21,1,22
Cc1ccc(-n2nc(C)c3nc(CCC(=O)N4CCN(c5ccc(F)cc5)CC4)c(=O)n(C)c32)cc1,-10,-4,-1,0,0,-1,-3,11

Next structures.
SMILES,USP7 inh,USP28 block,USP10 inh,OTUD3 block,USP8 block,USP30 block,UCHL1 block,USP17 block
O=C(NC1CC1)c1ccc2c(=O)nc3c(-c4ccc(F)cc4)n[nH]n3c2c1,4,-68,-1,-38,0,-178,0,-77
N#Cc1c(-c2ccccc2Cl)c2c([nH]c1=O)-c1ccccc1CC2,4,0,15,-9,47*,-8,6,10
O=C(NCCCN1CCC(Cc2ccccc2)CC1)C1CCCN(S(=O)(=O)N2CCOCC2)C1 (stereo unspecified),0,6,-1,7,14,15,3,5
COc1ccc(CNc2nc3ccccc3n2Cc2ccccc2)cc1,-37,23,5,10,20,18,6,22
CC(=O)N[C@@H]1C[C@H](c2ccccc2F)O[C@@H]2CCC[C@@H]12,-4,-9,-1,-2,0,-10,-4,-3
CC(C)(CC(=O)O)CC(=O)N1CCN(C2c3ccccc3-c3ccccc32)CC1,-3,-16,4,-8,0,-18,-3,-17
COCCC(=O)N1CCc2ncnc(-c3cccc(F)c3)c2CC1,5,17,-2,14,-15,27,3,10
O=S(=O)(C1CC1)N1CCn2c(nnc2-c2cncc(Br)c2)C1,3,-3,-6,11,-93,-11,2,-12
Cc1ccc(C(=O)Nc2ccc(S(=O)(=O)N3CCCC3)cc2)cc1Br,-50,78*,10,10,1,45*,6,15
CCOc1ccccc1NC(=O)CCc1c(C)nc2ncnn2c1C,6,4,-1,1,6,0,1,6
COc1cc(OC)cc(C(=O)NC(C(=O)OCC(=O)c2c[nH]c3ccccc23)C(C)C)c1 (stereo unspecified),-2,-18,-1,-30,0,-75,-2,-5
CC(Nc1ncnc2sccc12)c1ccccn1 (stereo unspecified),1,0,-5,12,-14,-19,-2,-4

Further results:
SMILES,USP7 inh,USP28 block,USP10 inh,OTUD3 block,USP8 block,USP30 block,UCHL1 block,USP17 block
Cc1ccc(C(=O)N2CCC3(C2)C(=O)Nc2ccccc23)cc1F (stereo unspecified),-7,4,2,5,4,12,0,3
O=C(Cc1cccc(F)c1)N1CCC(Nc2ncnc3c2CCC3)C1 (stereo unspecified),1,-6,-1,-7,2,-8,0,-5
O=C(Nc1cc(=O)[nH]c2nc(COc3ccccc3)nn12)c1ccc(F)cc1,0,-106,4,-29,7,-145,0,-79
Brc1ccc(CSc2nnc(-c3ccccc3)c(-c3ccccc3)n2)cc1,13,9,5,18,11,18,5,15
Cc1ccccc1NC(=O)CCN1C(=O)c2cccnc2Sc2ccccc21,3,9,1,16,1,38*,3,12
Cc1ccccc1CN1C[C@@H]2c3nc(N4CCCC4)ncc3CS(=O)(=O)[C@@H]2C1,-10,-20,-9,-17,-8,-110,-4,-4
COc1ccc(S(=O)(=O)N2CCC(C(=O)Nc3nc4c(F)cccc4s3)CC2)cc1,1,9,4,-11,1,-27,0,0
CCCCc1nc2sc3c(SCC(=O)Nc4cccc(C)c4)ncnc3c2c2c1CCC2,-3,4,-2,-8,-1,-12,-3,64*

Compound activity from PubChem BioAssay.
